# Screens deposited in PubChem BioAssay by National Center for Advancing Translational Sciences (NCATS).
# Lipid storage S3: qHTS Assay for Lipid Storage Modulators in Drosophila S3 Cells. Drosophila S3 cells, BODIPY lipid droplet fluorescence, 18-24 h; cells fed with added oleic acid. hit rate 0.64% among 320,000. lipid storage change, negative = inhibition, % at the top dose, mostly 46.1 µM; hits show Potency in µM. AID 2685; active = well fitted inhibition curve with a large enough effect in the signal ratio, with a control signal flat, not every such curve was filed as active; inconclusive = small, poorly fitted or top-dose-only effect, or effect the other way, or a change in a side signal; the % refers to the signal ratio
#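 Drosophila S3 cells got compounds at several concentrations plus oleic acid (400 uM solution). Laser-scanning cytometry with 488 nm excitation read lipid droplets at 500-530 nm and cells at 575-640 nm. Percent activity was relative to 20 uM Triacsin C.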
# Lipid storage S3 cell count max: further read-out of Lipid storage S3, marked with its call; cell number change, %; measured here: cell count max response;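 cells counted by Cell Tracker Red CMTPX staining in the red channel; peak over a dose series mostly up to 46.1 µM; percent activity relative to internal control wells on each plate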
# Active calls of the source: *; i = inactive; u = inconclusive; x = no result given. % is set by controls: 0 for no effect and ±100 for the full control effect; potency is the fitted concentration of half-maximal effect.
item	compound	Lipid storage S3	Lipid storage S3 cell count max
1	COc1cccc(NC(=O)CCNS(=O)(=O)c2ccc3c(c2)CC(C)N3C(=O)C2CC2)c1 (stereo not drawn)	i	5
2	COc1ccc(N2CCN(C(=O)CN3CCN(c4nc(-c5ccc(F)cc5)cs4)CC3)CC2)cc1	u	x
3	O=C(COc1ccc2oc(-c3ccco3)cc(=O)c2c1)N1CCCCC1	1%	4
4	N#CCC(=N)N1CCN(c2cccc(Cl)c2)CC1	u	x
5	O=C(CCCN1C(=O)C2CC=CCC2C1=O)Nc1ccccc1F (stereo not drawn)	18%	x
6	COc1cc(/C=C2\C(=O)N(c3ccccc3)N=C2C)ccc1Oc1ccc([N+](=O)[O-])cc1[N+](=O)[O-]	u	x
7	COc1ccc(NC(=O)Nc2ncccc2C)cc1	8%	0
8	COc1ccc(C(NC(=O)CN2C(=O)NC3(CCc4ccccc43)C2=O)c2ccc(OC)cc2)cc1 (stereo not drawn)	u	x
9	CCc1ccc(NC(=O)C(C)Sc2nc(-c3ccco3)c(C#N)c(=O)[nH]2)cc1 (stereo not drawn)	u	x
10	O=C1CCC(=O)N1c1ccc(S(=O)(=O)Nc2cccc([N+](=O)[O-])c2)cc1	u	x
11	CC1=C(C(=O)OCC(Cl)(Cl)Cl)N2C(=O)C(NC(=O)Cc3ccccc3)C2SC1 (stereo not drawn)	i	-15
12	COc1cc(/C=N/NC(=O)c2cccc3ccccc23)cc(OC)c1O	u	x
13	Cc1cc(C)c(C)c(S(=O)(=O)N2CCN(c3ccc(O)cc3)CC2)c1C	u	x
14	O=C(Nc1ccc(F)cc1)c1oc2ccccc2c1NC(=O)C1CC1	-18%	x
15	O=C(Cc1cccs1)NCc1ccco1	i	-26
16	C/C(=N\NC(=S)NCc1ccccc1)c1ccccc1	u	x
17	COc1cc(OC)cc(C(=O)NC(C)CCc2ccccc2)c1 (stereo not drawn)	u	x
18	COc1ccc(S(=O)(=O)N(C)c2ccc(C(=O)NC3CC3)cc2)cc1	8%	6
19	O=C1c2ccccc2C(Nc2ccc3nc(-c4cccnc4)[nH]c3c2)N1Cc1ccco1 (stereo not drawn)	u	x
20	CCOC(=O)N1CCc2c(sc3nc[nH]c(=O)c23)C1	-3%	0
21	COc1cccc(C(=O)NCCSc2ccc(Br)cc2)c1	u	x
22	Cc1c(Cl)cccc1NC(=O)CC1SC(=NCC2CCCO2)NC1=O (stereo not drawn)	1%	-4
23	Cc1cc(C)c(S(=O)(=O)NCc2ccc3c(c2)cc(C)n3C)c(C)c1	u	x
24	CC(=O)c1sc(NC(=O)c2cccc(N3C(=O)CCC3=O)c2)nc1-c1ccccc1	u	x
25	Brc1ccc(C2NCCS2)cc1 (stereo not drawn)	-3%	2
26	O=C(Cc1ccccc1[N+](=O)[O-])NNC(=O)Nc1ccc2c(c1)OCO2	u	x
27	CC1CCCC(C)N1C(=O)CSc1nnnn1-c1cccc2c1CCCC2 (stereo not drawn)	-16%	2
28	CCS(=O)(=O)c1nc(S(=O)(=O)c2ccc(Cl)cc2)c(NCCOC)s1	3%	0
29	COc1cc(C(=O)NCc2nnc(SCC(=O)NCc3ccco3)o2)cc(OC)c1OC	u	x
30	CCOC(=O)C1CCCN(Cc2cccs2)C1 (stereo not drawn)	u	x
31	Cn1c(SCC(=O)NC2CCCCC2)nnc1-c1ccccn1	24%	6
32	CC(=O)N(CN1C(=O)c2ccccc2C1=O)c1cccc(C)c1	12%	-13
33	O=S(=O)(c1cccc(C(F)(F)F)c1)N1CCC(O)(c2cccnc2)CC1	20%	-21
34	O=C(Cn1ncn2nc(-c3ccccc3)cc2c1=O)NCc1ccccn1	i	-15
35	N#Cc1c(N2CCOCC2)nsc1-c1ccccc1	4%	14
36	Cc1ccc(-n2nc(C)c3c(C)c(CCC(=O)O)c(C)nc32)cc1	4%	-8
37	C/C(=N/Oc1nc(C)cc(C)n1)c1ccc(F)cc1	u	x
38	COc1ccc(S(=O)(=O)N2CCN(CC(=O)c3[nH]c(C)c(C(C)=O)c3C)CC2)cc1OC	9%	3
39	CN1CCCN(C(=O)c2cc(=O)[nH]c3ccccc23)c2nc3ccccc3nc21	u	x
40	CCOc1ccc2oc(C(=O)N(CC)CC(=O)Nc3c(F)cccc3F)c(C)c2c1	u	x
41	CN1CCN(C2=C(Cl)C(=O)N(c3ccc(Cl)c(Cl)c3)C2=O)CC1	u	x
42	CCCCSc1nc2sc3c(c2c(=O)n1-c1ccc(C)cc1)CCN(C)C3	-30%	15
43	Nc1cc(S(=O)(=O)N2CCCCC2)ccc1Oc1ccccc1	i	x
44	Cc1ccccc1Cn1cc(NC(=O)COc2ccccc2)cn1	-2%	-20
45	Cn1c(=O)cc(OCCCC(=O)NCc2cccnc2)c2ccccc21	u	x
46	COc1ccc(C(=O)C2CCCN(C(=O)CCc3scnc3C)C2)c(C)c1 (stereo not drawn)	-23%	-33
47	CC(=O)C1=C(O)C(=O)N(Cc2ccccc2)C1c1ccccc1F (stereo not drawn)	18µM*	-6.0*
48	CC[C@H]1OC(=O)[C@H](C)[C@@H](O[C@H]2C[C@@](C)(OC)[C@@H](O)[C@H](C)O2)[C@H](C)[C@@H](O[C@@H]2O[C@H](C)C[C@H](N(C)C)[C@H]2O)[C@](C)(O)C[C@@H](C)C(=O)[C@H](C)[C@@H](O)[C@]1(C)O	u	x
49	CN(C)C(=O)COc1ncnc2scc(-c3ccc(F)cc3)c12	u	x
50	Cc1nc(SCC(=O)Nc2ccccc2Cl)oc1C	-9%	10
51	Nc1c(-c2ccccc2)sc2ccc3ccccc3[n+]12	1.3µM*	8.0*
52	CCOC(=O)C(Oc1ccc2c(-c3ccc(OC)cc3)cc(=O)oc2c1C)c1ccccc1 (stereo not drawn)	6%	9
53	Cc1cccc(Nc2nnc(SCC(=O)NC(=O)Nc3ccc4c(c3)OCCO4)s2)c1	u	x
54	Cc1cccc(C)c1NC(=O)NC1CCc2ccccc21 (stereo not drawn)	u	x
55	COc1ccc(CN2C(=O)c3c(c(C)n(C)c3C)C2C(=O)NC2CCC(C)CC2)cc1 (stereo not drawn)	-4%	x
56	COc1ccc(CC(=O)Oc2ccc(F)cc2)cc1	u	x

# More compounds
item	compound	Lipid storage S3	Lipid storage S3 cell count max
57	CC(C)c1nc(=S)n(-c2ccccc2)[nH]1	-13%	-13
58	Cc1nc([N+](=O)[O-])cn1CC(=O)Nc1ccc(Cl)cc1	6%	4
59	O=C(CSc1nc2ccc(Cl)cc2[nH]1)NCCc1ccccc1	22%	2
60	COc1ccccc1C(=O)OCn1nnc2ccccc2c1=O	16%	-5
61	CCc1ccc2oc(-c3cc(N)cc(C)c3O)nc2c1	i	-3
62	O=C(NCC1CCN(c2ccc(S(=O)(=O)N3CCOCC3)cc2)CC1)c1cccc(Cl)c1	u	x
63	COc1cc(-c2cc(-c3ccc(O)cc3)nc(N)c2C#N)ccc1O	-15%	-11
64	c1ccc2c(Nc3nncs3)c3ccccc3nc2c1	u	x
65	COc1cc(CN2CCc3ccc(NC(=O)CCc4ccccc4OC)cc3C2)ccc1O	-3%	-10
66	CCn1c(=NC(=O)CSC(C)=O)sc2ccccc21	u	x
67	CCOc1ccc(-n2c(C)cc(/C=N/Nc3nc(C)cc(=O)[nH]3)c2C)cc1	2%	8
68	O=C1C(=O)N(Cc2cccc([N+](=O)[O-])c2)c2ccccc21	4%	1
69	CN(Cc1cccnc1)C(=O)CC1C(=O)NCCN1Cc1ccc(-c2ccccc2)cc1 (stereo not drawn)	8%	6
70	CCCc1cc(C(=O)NC2CCCN(Cc3ccccc3F)C2)no1 (stereo not drawn)	i	6
71	O=C(NCc1ccc(-c2nc3ccccc3s2)cc1)c1cc2ccccc2o1	7%	-8
72	COc1ccccc1/C=N/NC(=O)CSc1cc(C)nc2ccccc12	4%	7
73	Fc1cc(NC(=S)NCc2ccc(CNC(=S)Nc3ccc(Cl)c(F)c3)cc2)ccc1Cl	10%	-2
74	Cc1ccc(CNC(=O)/C=C/C(=O)O)cc1	-4%	15
75	NC(=O)CN1CCOCCOCCN(CC(N)=O)CCOCC1	u	x
76	CCCCN1C(=S)NC[C@@H]1Cc1cccc2ccccc12	15%	2
77	Cc1cc(/C=C2/SC(=O)N(CC(=O)N3CCCC3)C2=O)c(C)n1C	u	x
78	Nc1ccc(C(=O)Nc2ccccc2C(=O)O)cc1	8%	-2
79	COc1ccccc1NC(=O)CCC(=O)OCC(=O)c1ccc(C)c([N+](=O)[O-])c1	u	x
80	O=C(COc1cccc2c1CCN(Cc1ccccc1)C2=O)N1CCCCC1	-6%	1
81	CCn1cc(C(=O)NCC(OC)OC)c(=O)c2cc(S(=O)(=O)N3CCCC3)ccc21	u	x
82	Cc1ccc(OCc2ccc(C(=O)NCC3CCCO3)cc2)cc1C (stereo not drawn)	10µM*	-8.6*
83	COc1ccc(NC(=S)N/N=C/c2cccn2Cc2ccccc2F)cc1	-3%	-25
84	CN(CC(O)CON=C1c2ccccc2-c2ccccc21)S(=O)(=O)c1ccc(Br)cc1 (stereo not drawn)	u	x
85	CNC(=S)Nc1cccc(C(=O)OC)c1	9%	-18
86	COc1ccc(CNC(=O)CCn2cccc2)cc1	i	-26
87	CN(C)/N=C/c1cn(-c2ccccc2)nc1-c1cccnc1	1%	9
88	O=C(COc1coc(CN2CCc3ccccc32)cc1=O)N1CCCCC1	u	x

# For convenience, part of the list above.
item	compound	Lipid storage S3	Lipid storage S3 cell count max
21	COc1cccc(C(=O)NCCSc2ccc(Br)cc2)c1	u	x
22	Cc1c(Cl)cccc1NC(=O)CC1SC(=NCC2CCCO2)NC1=O (stereo not drawn)	1%	-4
23	Cc1cc(C)c(S(=O)(=O)NCc2ccc3c(c2)cc(C)n3C)c(C)c1	u	x
24	CC(=O)c1sc(NC(=O)c2cccc(N3C(=O)CCC3=O)c2)nc1-c1ccccc1	u	x
25	Brc1ccc(C2NCCS2)cc1 (stereo not drawn)	-3%	2
26	O=C(Cc1ccccc1[N+](=O)[O-])NNC(=O)Nc1ccc2c(c1)OCO2	u	x

# Looked up by structure from the list above (four):
item	compound	Lipid storage S3	Lipid storage S3 cell count max
54	Cc1cccc(C)c1NC(=O)NC1CCc2ccccc21 (stereo not drawn)	u	x
62	O=C(NCC1CCN(c2ccc(S(=O)(=O)N3CCOCC3)cc2)CC1)c1cccc(Cl)c1	u	x
42	CCCCSc1nc2sc3c(c2c(=O)n1-c1ccc(C)cc1)CCN(C)C3	-30%	15
44	Cc1ccccc1Cn1cc(NC(=O)COc2ccccc2)cn1	-2%	-20

# Molecules shown so far with bromine, in the order listed:
item	compound	Lipid storage S3	Lipid storage S3 cell count max
21	COc1cccc(C(=O)NCCSc2ccc(Br)cc2)c1	u	x
25	Brc1ccc(C2NCCS2)cc1 (stereo not drawn)	-3%	2
84	CN(CC(O)CON=C1c2ccccc2-c2ccccc21)S(=O)(=O)c1ccc(Br)cc1 (stereo not drawn)	u	x

# More records
item	compound	Lipid storage S3	Lipid storage S3 cell count max
89	Cc1csc(NC(=O)c2cc3c(s2)CCCC3)n1	i	x
90	CC(NC(=O)C1CCN(C(=O)[C@@H]2Cc3ccccc3CN2C(=O)OC(C)(C)C)CC1)c1ccccc1 (stereo partly drawn)	u	x
91	COc1ccc(/C=N/N(CCC(=O)NC(C)(C)C)C2=NS(=O)(=O)c3ccccc32)cc1	u	x
92	COc1ccc(-c2ccc(SCC(=O)c3cccs3)nn2)cc1	4%	9
93	C=CCn1c(N)cc(=O)nc1SCC(=O)Nc1ccc(C(=O)OC)cc1	u	x
94	CCC(C)n1c(SCC(=O)/C(C#N)=C(\C)N)nc2ccccc2c1=O (stereo not drawn)	u	x
95	COc1ccc(C(=O)/C(C#N)=N/Nc2cccc([N+](=O)[O-])c2)cc1	u	x
96	COc1ccc(-c2cc(C(F)F)n3ncc(C(=O)Nc4cccc(S(=O)(=O)N5CCOCC5)c4)c3n2)cc1	9%	6
97	NS(=O)(=O)c1cccc(NC(=O)CSc2nnc(C3CC3)n2C2CC2)c1	4%	-9
98	CC(C)(C)c1ccc(-c2noc(-c3ccc4c(c3)CCO4)n2)cc1	u	x
99	COc1ccc(-n2c3c(cc(C(=O)NNc4ccccc4C)c2=O)C(=O)CC(C)(C)C3)cc1	0%	-2
100	Cc1ccc(NS(=O)(=O)c2ccc(C(=O)N3CCN(S(=O)(=O)c4ccccc4)CC3)cc2)cc1	u	x
101	O=C(NNC(=O)c1cccc(Br)c1)C(=O)N1CCCCC1	u	x
102	CCOc1ccc(CCNC(=O)C(CC)n2nc(C)n3c(cc4sccc43)c2=O)cc1OCC (stereo not drawn)	u	x
103	O=c1nc(/C=C/c2cccn2-c2ccc([N+](=O)[O-])cc2)cc(C(F)(F)F)[nH]1	0%	7
104	CN1C(=O)N(C)C2CC1N(C)C(=O)N2C	u	x
105	Cc1ccc(NC(=O)[C@@H]2CCC(=O)N2C2OC(=O)c3ccccc32)cc1Cl (stereo partly drawn)	u	x
106	Cc1ccc(OCCn2c(C)c(/C=N/n3cnnc3)c3ccccc32)cc1	u	x
107	CCC(=O)N1CCN(c2nc(CC)nc3sc4c(c23)CCCC4)CC1	14%	-15
108	CCNC(=O)N1CCC(n2nccc2NC(=O)CCOc2ccccc2)CC1	0%	20
109	Cc1cccc(Nc2nc(-c3ccc(F)cc3)cs2)n1	-30%	-28
110	CC(C)(C)OC(=O)NNC(=O)c1cccs1	7%	4
111	O=C(Oc1ccc2ccc(OC(=O)N3CCOCC3)cc2c1)N1CCOCC1	i	x
112	COCCNC(=O)c1nc2ccccc2s1	u	x

# A portion of the library; count on the stated rates, not on these rows.
